Screening data from PubChem BioAssay.
KB-V1 cytotox = qHTS assay for MDR1-selective chemotherapeutics: Primary screen using the drug-selected MDR subline cells KB-V1; KB-V1 MDR cells viability, CellTiter-Glo, 72 h; Potency, µM (highest dose often 46.1 µM), without a hit: top-dose activity change, negative = cytotoxicity, most hits filed as cytotoxic; hit rate 3.4% among 400,000; AID 1347076, 2019; further: potency means the concentration at half of the fitted maximal effect; on the % scale 0 is the no-effect control and ±100 the full control effect; nearly all actives have a fitted effect of over 60% in size
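Cytotoxicity via CellTiter-Glo luminescence after 72 h compound exposure at 37 degrees C. Cells: drug-selected KB-V1 line, DMEM phenol-red free plus 10% FBS. Compounds tested at multiple concentrations; normalized data fitted to concentration-effect curves.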
DRD3 agonist = qHTS of D3 Dopamine Receptor Agonist: qHTS | max activation, % | hit rate 0.58% among 410,000 | D3R DiscoveRx beta-arrestin cells, luminescence, 90 min | D(3) dopamine receptor (Homo sapiens), P35462; in the data active means max activation above about 30%; further: 0% is about no effect; mostly tested at two doses, the higher about 12 µM
Target sequence (P35462 whole entry, looked up): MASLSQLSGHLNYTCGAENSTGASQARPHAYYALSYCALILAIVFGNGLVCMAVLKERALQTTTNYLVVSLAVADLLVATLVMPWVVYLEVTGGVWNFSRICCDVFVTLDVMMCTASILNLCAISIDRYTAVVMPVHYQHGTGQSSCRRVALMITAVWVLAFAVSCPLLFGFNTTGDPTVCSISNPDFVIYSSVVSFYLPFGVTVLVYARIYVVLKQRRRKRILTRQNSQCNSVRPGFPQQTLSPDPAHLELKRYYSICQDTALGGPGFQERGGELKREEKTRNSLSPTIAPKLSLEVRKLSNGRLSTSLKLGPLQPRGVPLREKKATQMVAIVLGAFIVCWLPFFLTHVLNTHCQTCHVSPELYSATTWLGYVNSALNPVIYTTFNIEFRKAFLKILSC
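Agonist mode: compounds and dopamine controls were applied to plated cells for 90 min at 37 degrees C after an overnight attachment at 1500 cells/well. Luminescent read-out followed 30 - 60 minutes at room temperature with DiscoveRx detection reagent.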
HT1080-NT tox = qHTS for induction of synthetic lethality in tumor cells producing 2HG: qHTS for the HT-1080-NT fibrosarcoma cell line; HT-1080-NT fibrosarcoma viability, CellTiter-Glo ATP luminescence, 48 h; Potency, µM (highest dose often 46.1 µM), without a hit: at the highest dose activity, negative = less viability, usual class: cytotoxic; hit rate 1.6% among 360,000; AID 686970, 2013;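 further: NT is the 2HG producing partner of a matched IDH1 knockdown line; potency means the concentration at half of the fitted maximal effect; 0% = DMSO-treated cells and -100% = media-only wells without cells; nearly all actives have a fitted effect of over 55% in size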
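A 48-hour cytotoxicity screen used HT-1080-NT cells plated 2 hours before compound delivery. ATP-based CellTiter-Glo luminescence measured viability, normalized to DMSO and no-cell controls.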
D3 antag = qHTS of D3 Dopamine Receptor Antagonist: qHTS; D(3) dopamine receptor (Homo sapiens), P35462; D3R cells, DiscoveRx beta-arrestin luminescence, antagonist mode; active compounds read low; max response, negative = inhibition, %; hit rate 2.5% among 360,000; AID 652054, 2013; in the data active means max response below about -50%; inconclusive means no clear call, values can overlap the other calls; further: on the % scale 0 is the no-effect control and ±100 the full control effect; mostly tested at two doses, the higher about 12 µM
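Cells plated overnight at 1500 cells/well, then exposed to library compounds with dopamine controls for 90 minutes at 37 degrees C. DiscoveRx reagent added for 30–60 minutes at room temperature; luminescence read, quantitative HTS format.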
GLP1R ag = qHTS of GLP-1 Receptor Agonists | Glucagon-like peptide 1 receptor (Homo sapiens), P43220 | HEK293 GLP-1R CRE-luciferase, luminescence, 4-6 h; cells express a hypersensitive GLP-1R form | Potency, µM (titrated, usually from 45.6 µM), without a hit: at the top dose activation, hits mostly activators | hit rate 0.007% among 380,000; further: potency means the concentration at half of the fitted maximal effect; % of control where 0% means no effect
Target sequence (P43220 whole entry, looked up): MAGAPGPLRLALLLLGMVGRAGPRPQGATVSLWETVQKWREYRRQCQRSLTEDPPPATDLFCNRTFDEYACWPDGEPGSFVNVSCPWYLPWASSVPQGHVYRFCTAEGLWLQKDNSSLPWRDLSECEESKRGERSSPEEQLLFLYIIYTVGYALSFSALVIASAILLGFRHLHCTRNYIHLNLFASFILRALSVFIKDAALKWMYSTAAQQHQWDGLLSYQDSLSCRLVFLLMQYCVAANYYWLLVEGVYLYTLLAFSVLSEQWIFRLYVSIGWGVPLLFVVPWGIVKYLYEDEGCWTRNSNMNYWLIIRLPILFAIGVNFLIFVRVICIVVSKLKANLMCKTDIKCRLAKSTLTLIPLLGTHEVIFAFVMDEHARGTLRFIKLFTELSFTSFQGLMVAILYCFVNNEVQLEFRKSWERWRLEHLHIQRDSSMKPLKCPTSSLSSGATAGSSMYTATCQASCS
SW480 rereplic = A quantitative high throughput screen for small molecules that induce DNA re-replication in SW480 colon adenocarcinoma cells; AID 624297, 2012; hit rate 1.8% among 340,000; SW480 DNA re-replication, Hoechst DNA content imaging, 48 h; Potency, µM (highest dose often 46.1 µM), for the others: at the top dose re-replication activation, actives largely listed as activators; further: potency means the concentration at half of the fitted maximal effect; % of control where 0% means no effect; nearly all actives have a fitted effect of over 55% in size
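Hoechst fluorescence of nuclei (405 nm excitation, 500-530 nm emission) measured by plate-scanning imager after 48 hr compound exposure at 37 C; re-replication scored as increased number of nuclei with elevated intensity.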
HT1080 IDH1KD tx = qHTS for induction of synthetic lethality in tumor cells producing 2HG: qHTS for the HT-1080-IDH1KD cell line. hit rate 2% among 360,000. Potency, µM (series often up to 46.1 µM), for the others: top-dose activity, negative = toxicity, hits mostly cytotoxic. HT-1080 IDH1 knockdown viability, ATP luminescence, 48 h;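 further: potency means the concentration at half of the fitted maximal effect; 0% = DMSO wells and -100% = cell-free medium wells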
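Knockdown cells (IDH1KD HT-1080) received compounds 2 h after plating at 750 cells/well and were kept 48 h at 37 °C in 5% FBS RPMI. A CellTiter-Glo luminescence read gave % activity for curve fitting.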
KB-3-1 cytotox = qHTS assay for MDR1-selective chemotherapeutics: Primary screen using the parental adenocarcinoma cell KB-3-1 | KB-3-1 viability, CellTiter-Glo ATP luminescence, 72 h | Potency, µM (series often up to 46.1 µM), for inactives: at the highest dose activity change, negative = cytotoxic, actives largely listed as cytotoxic | hit rate 1.4% among 400,000 | AID 1347075, 2019; further: potency means the concentration at half of the fitted maximal effect; on the % scale 0 is the no-effect control and ±100 the full control effect; nearly all actives have a fitted effect of over 60% in size
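Multi-concentration cytotoxicity screen in KB-3-1 cells grown in DMEM lacking phenol red with 10% FBS. After 72 h at 37 °C with compound, ATP-dependent luminescence was recorded.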
IL-1B inflam inh = qHTS for Inhibitors of Inflammasome Signaling: IL-1-beta AlphaLISA Primary Screen. THP-1 LPS/ATP IL-1B secretion, AlphaLISA, 16 h; active compounds read low. activity change, % at 57.5 µM. hit rate 4.7% among 360,000. AID 743279, 2014; in the data active means activity change below about -50%; inconclusive means mostly about -30% to -49%; further: on the % scale 0 is the no-effect control and ±100 the full control effect
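THP-1 cells pretreated 1 hr with compounds (up to 57.5 uM final), then stimulated with LPS (250 ng/mL final) plus ATP (1.25 mM final); secreted IL-1B measured by AlphaLISA after 16 hr, decreased signal indicating inhibition.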
Starred values were filed as active, the others as inactive; ? = inconclusive; / = no result given; & = joins results of further samples; [ ] = dose if it differs, or a comment. Unless noted, the call rests on the fitted dose curve; in most records, active means well fitted curve in the direction sought with a large enough effect; inconclusive means small, poorly fitted or top-dose-only effect, or another doubt; inactive means no such curve, though single readings can be large; an effect the other way counts as inactive or inconclusive.

SMILES | KB-V1 cytotox | DRD3 agonist | HT1080-NT tox | D3 antag | GLP1R ag | SW480 rereplic | HT1080 IDH1KD tx | KB-3-1 cytotox | IL-1B inflam inh
O=S(=O)(c1cc(Cl)ccc1Cl)N1CCN(c2ccccn2)CC1 | ? | 1 | -14% | 2 | 6% | -1% | -12% | -5% | 19
CCN1CCN(Cc2cc(=O)oc3ccc(Cl)cc23)CC1 | -4% | -9 | -1% | -28 | -6% | -1% | 1% | 0% | 8
Nc1ccn([C@@H]2O[C@H](CNCc3cccc4c3sc3ccccc34)[C@@H](O)[C@H]2O)c(=O)n1 | -7% | 2 | 7% | 18 | 0% | / | -1% | -4% | -7
O=C(O)c1cc(-c2cc(C(=O)O)c3ccccc3n2)ccc1O | -14% | -9 | 3% | ? | -1% | ? | 1% | 4% | 20
CCN(C(=O)COC(=O)c1ccc(COc2ccc3c(C)cc(=O)oc3c2)cc1)C1CCS(=O)(=O)C1 (stereo not drawn) | 1% | 0 | 6% | 10 | 7% | -4% | 3% | 3% | 10
Cc1c(/N=C(\[O-])Nc2ccc(Br)cc2)sn[n+]1C | -12% | 0 | 4% | 3 | 0% | ? | -1% | -6% | -11
CN(C)/C=C(\C#N)C(=O)N/N=C/c1ccc(Cl)cc1 | 12% | -3 | 2% | -6 | 12% | -3% | 10% | 1% | -7
CC[C@]12c3[nH]c4cc(CCC(=O)N(C)C)ccc4c3CCN1C(=O)[C@@H](CC(=O)NCCc1ccccn1)C[C@@H]2C(=O)N1CCN(C(=O)C2CC2)CC1 | 0% | 8 | 5% | 15 | 6% | -2% | 1% | 0% | -20
S=c1[nH]nc(-c2ccc3ccccc3n2)n1-c1ccc2ncccc2c1 | -7% | -12 | -2% | -24 | -1% | -5% | 12% | -2% | 2
O=C(Nc1ccccc1Cl)c1cccc(COc2cc(Cl)ccc2Cl)c1 | 17% | 3 | -27% | 9 | 1% | -1% | ? | 21% | -2
CCOC(=O)c1ccc(NC(=O)c2cc(S(=O)(=O)N3CCOCC3)ccc2O)cc1 | -5% | 2 | -20% | 8 | -26% | -4% | -20% | -22% | 32
CC(C)=CCc1c(O)ccc(C2COc3c(CC=C(C)C)c(O)cc(O)c3C2=O)c1O (stereo not drawn) | -2% | -5 | 0% | -4 | 4% | 29% | -11% | -11% | 3
CN(C(=O)COc1ccc(-c2nnco2)cc1)C1CCS(=O)(=O)C1 (stereo not drawn) | 1% | -2 | -2% | 7 | 8% | -1% | 0% | 0% | 5
CC1CCCN(C(=O)C2c3ccccc3C(=O)N3CCc4ccccc4C23)C1 (stereo not drawn) | -8% | 2 | 3% | -5 | 5% | -5% | -8% | -17% | 10
C#CCOCCOCCOCCNc1nc(N2CCN(C(=O)CCCCCCCCCCNC(=O)Cn3cc(CCCCCN)nn3)CC2)nc(N2CCN(C(=O)CCCCCCCCCCNC(=O)Cn3cc(C[C@@H](C)O)nn3)CC2)n1 | 13% | -7 | ? | 5 | 16% | 1% | ? | -5% | -77*
Cc1cccn2c(=O)c(/C=C(\C#N)C(N)=O)c(N3CCN(c4ccccc4)CC3)nc12 | 0% | 5 | -27% | 17 | 20% | 6% | ? | -4% | 3
COc1ccc(C2=NN(C(=O)CCC(=O)O)C(c3ccc(OC)cc3)C2)cc1 (stereo not drawn) | 27% | 5 | 1% | -9 | -1% | 4%[1.84 µM] | 0% | -4% | 13
N#C/C(=C/c1ccc(O)c(O)c1)C(=O)NCc1ccc(Cl)cc1 | -2% | -10 | ? | -50* | 2% | ? | ? | -10% | -6
COCCN1Cc2cccc(C(=O)NCCCN3CCCC3=O)c2C1=O | 0% | -2 | -8% | -11 | 6% | 1% | -2% | -3% | 12
COc1ccc(-c2noc(CSc3nc4ccccc4c(=O)n3-c3ccccc3)n2)cc1OC | -26% | 3 | -7% | -13 | 1% | 15% | -8% | -1% | -20
CN(C(=O)CSc1nc2cc(Cl)ccc2c(=O)n1Cc1ccco1)C1CCS(=O)(=O)C1 (stereo not drawn) | 1% | -10 | -11% | 16 | 15% | -1% | -11% | 4% | 6
CCc1nnc(NC(=O)CSCc2cc(=O)n3cc(C)sc3n2)s1 | ? | -1 | 3% | -3 | -2% | 15% | 1% | 20% | 10
COC(=O)c1ccc(NC(=O)COC(=O)CSc2nc(C)cc(C)n2)cc1 | -2% | 16 | 0% | 8 | -1% | 0% | ? | 6% | 6
Cc1cc2[nH]c(=O)c3ccccc3n2n1 | 5% | 2 | 2% | 8 | 41% | -7% | 0% | 1% | 20
CCn1nc(C)c(NC(=O)CCSc2nc(-c3ccco3)cc(C(F)(F)F)n2)c1C | -22% | -12 | -15% | 0 | 11% | -2% | -1% | -4% | -24
N#CC1C(=O)Nc2cccnc21 (stereo not drawn) | 17% | -3 | 0% | 7 | 2% | / | 8% | -4% | 7
COc1ccc(-n2c(=O)c3ccccc3n(CC(=O)Nc3ccccc3OC)c2=O)cc1 | -14%&0% | -13&0 | 5% | 1 | -1%&-1% | 16% | 3% | 13%&-7% | 2
CCn1c(CNC(=O)c2ccco2)nnc1SCC(=O)Nc1cccc(F)c1 | -4% | -3 | 2% | -19 | 0% | 2% | 4% | 14% | 16
CCC(=O)Nc1nnc(SCC(=O)Nc2ccc3c(c2)OCO3)s1 | -2% | -22 | -24% | ? | -9% | -5% | -20% | 7% | 3
CCOCCCn1c(SCc2nc3sc(C(=O)O)c(C)c3c(=O)[nH]2)nnc1-c1ccc(Cl)cc1 | 0% | 6 | 3% | 6 | -1% | -4% | 6% | 9% | 7
COc1cccc2c1OC1(CCN(C(C)C)CC1)N1N=C(c3cccnc3)CC21 (stereo not drawn) | 17% | -7 | 10% | 15 | 13% | -2% | 16% | 12% | -2
O=C(CSc1nnnn1C1CCCC1)NCc1cccs1 | 10% | -3 | -2% | -5 | 8% | ? | -10% | -22% | -8
CCOc1cccc(C(=O)Nc2cccc(-c3nnc(-c4ccc(C)cc4)o3)c2)c1 | ? | 6 | -8% | -25 | -13% | 1% | -2% | 13µM* | 0
O=C(O)CC1(CC(=O)NCc2ccc(Cl)cc2)CCCCC1 | -6% | 2 | 7% | 4 | -7% | 2% | 0% | 1% | -4
O=C(Nc1ccc(Cl)c(S(=O)(=O)N2CCOCC2)c1)c1cc2ccccc2oc1=O | -1% | 1 | 4% | 4 | 0% | -5% | 9% | -1% | 7
Cc1ccc(CNC(=O)CN2CCC(C(N)=O)CC2)cc1 | 1% | -3 | 1% | 9 | 0% | -9% | 3% | 0% | 0
COc1ccccc1N/C(N)=N/c1nc(CSc2ccc(C)cc2)cc(=O)[nH]1 | -19% | 3 | -11% | 53 | 4% | 0%[9.22 µM] | -23% | -25% | 87
O=C(CCS(=O)(=O)c1ccc(Br)cc1)NCCc1ccc(Cl)cc1 | 0% | 1 | 10% | -6 | -5% | 6% | -1% | 2% | -2
CCC1CCCCN1S(=O)(=O)c1ccc(NC(=O)c2cccs2)cc1 (stereo not drawn) | -29% | -25 | ? | ? | 1% | 6% | -29% | 0% | ?
CC(C)N(Cc1ccccc1)C(=S)NCCN1CCOCC1 | 10% | 1 | -2% | 5 | 12% | -105%[inhibitor] | 9% | -13% | 14
CCC(C)n1c(=N)c(C#N)cc2c(=O)n3cc(C)ccc3nc21 (stereo not drawn) | 19% | -3 | 10% | -4 | -7% | -9% | -1% | -6% | -8
COc1cc(F)ccc1-c1csc(C(O)(c2ccccc2)C(F)(F)F)n1 (stereo not drawn) | 1% | -7 | ? | 0 | 2% | / | -26% | 0% | ?
CCOC(=O)c1ccc(NC(=O)CSCC(=O)OCC(=O)c2ccccc2)cc1 | -1% | 0 | 5% | 6 | 2% | 23% | 18% | 0% | 27
CCOc1ccccc1N(CC(=O)NCCc1ccc(OC)c(OC)c1)S(=O)(=O)c1ccccc1 | -26% | -1 | -7% | 6 | 9% | -5% | -12% | -3% | 0
O=C(CCl)Nc1cccc(S(=O)(=O)NC2=NCCC2)c1 | -23% | -1 | 18µM* | -13 | 3% | ? | 16µM* | 18µM* | -99*
C/C(CC(=O)Nc1cc(Cl)ccc1Cl)=N\NC(=O)COc1cccc(C)c1 | 21% | 15 | 4% | 14 | 5% | -5% | 7% | 11% | -7
Cc1ccccc1-n1c(C)nnc1SCc1cc(=O)oc2ccc3ccccc3c12 | ? | 2 | 1% | 12 | 4% | 0% | 9% | -9% | 35
CCN(c1ccc(OC)cc1)S(=O)(=O)N1CCCC(C(=O)NCc2ccc(OC(C)C)cc2)C1 (stereo not drawn) | ? | -5 | 0% | -1 | -6% | / | 0% | -14% | 16

Ordered by heavy-atom count (largest number first): some entries from above.
SMILES | KB-V1 cytotox | DRD3 agonist | HT1080-NT tox | D3 antag | GLP1R ag | SW480 rereplic | HT1080 IDH1KD tx | KB-3-1 cytotox | IL-1B inflam inh
Cc1ccccc1-n1c(C)nnc1SCc1cc(=O)oc2ccc3ccccc3c12 | ? | 2 | 1% | 12 | 4% | 0% | 9% | -9% | 35
C/C(CC(=O)Nc1cc(Cl)ccc1Cl)=N\NC(=O)COc1cccc(C)c1 | 21% | 15 | 4% | 14 | 5% | -5% | 7% | 11% | -7
CCC(C)n1c(=N)c(C#N)cc2c(=O)n3cc(C)ccc3nc21 (stereo not drawn) | 19% | -3 | 10% | -4 | -7% | -9% | -1% | -6% | -8
